Assay outcomes from PubChem.
influenza NS1A: H1N1 influenza NS1A inhibitors, functional cell based assay (AID 504329); hit rate 0.3% among 340,000; one-dose inhibition, % at 12.5 µM; IC50 in µM for titrated hits; NS1A functional cell-based assay, percent inhibition; higher % means a stronger effect; in the data active = a potency from the dose series; inconclusive = inhibition above about 27% without an active follow-up result; note: strong numbers were not always called active
Salmonella PhoP GFP: PhoP regulon inhibitors, Salmonella typhi PhoP promoter GFP reporter, confirmatory (AID 1850); Salmonella Typhi PhoP-promoter GFP reporter, fluorescence, 4 h; higher % means a stronger effect; inhibition, % at 50 µM; hits with a dose series show IC50 in µM; hit rate 0.33% among 310,000; in the data active = a potency from the dose series; inconclusive = inhibition mostly from about 25% at the one dose, without a potency; inactive = the rest, 99 in 100 with inhibition below about 19%;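 note: 0% = induced wells with vehicle and 100% = uninduced wells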
H37Rv inhibition: M. tuberculosis growth inhibition, HTS (AID 449762); M. tuberculosis H37Rv growth inhibition, 7H9 media; higher % means a stronger effect; hit rate 0.59% among 330,000; inhibition, % at 25 µM, or IC50 in µM where a hit was titrated; in the data active = a potency from the dose series; inconclusive = inhibition above about 70% without an active follow-up result;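 note: bacterial growth assessed after seven days of incubation; strong numbers were not always called active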
VEEV TC-83 Vero: inhibitors of VEEV TC-83 cytopathic effect, confirmation, Vero cells (AID 588727) | inhibition, % at 20 µM; hits with a dose series show IC50 in µM | hit rate 0.13% among 350,000 | Vero cells, VEEV TC-83 cytopathic effect inhibition; higher % means a stronger effect; in the data active = a potency from the dose series; inconclusive = inhibition mostly from about 14% at the one dose, without a potency; inactive = the rest, 99 in 100 with inhibition below about 12%; note: strong numbers were not always called active
tuberculosis growth: growth inhibition of non-replicating M. tuberculosis (AID 488890); Mycobacterium tuberculosis non-replicating, growth inhibition; higher % means a stronger effect; inhibition, % at 25 µM; hits with a dose series show IC50 in µM; hit rate 0.39% among 320,000; in the data active = a potency from the dose series; inconclusive = inhibition mostly from about 82% at the one dose, without a potency; inactive = the rest, 99 in 100 with inhibition below about 76%;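 note: plate controls were DMSO cells for no effect and high antibiotic wells for full effect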
An asterisk follows results filed as active; i = inactive; ? = inconclusive; nt = not tested or not shown; & = joins results of further samples.

structure,influenza NS1A,Salmonella PhoP GFP,H37Rv inhibition,VEEV TC-83 Vero,tuberculosis growth
Cc1ccc(C2C(C#N)=C(N)N(c3cccnc3)C3=C2C(=O)CCC3)c(C)c1 (stereo not drawn),2%,-3%,-2%,0.9%,-11%
CC(Oc1ccc(F)cc1)c1nnc(SCC(=O)N(c2ccccc2)C2CCS(=O)(=O)C2)o1 (stereo not drawn),-1%,nt,nt,1.1%,nt
CC(C)(C)OC(=O)n1cc(C(=O)c2ccccc2O)cn1,-11%,4%,-4%,0.5%,-8%
O=Cc1c(N2CCN(c3ccccc3)CC2)nc2ccccn2c1=O,1%,5%,-1%,0.7%,4%
Cc1cccnc1NC(=O)c1cccc(S(=O)(=O)NCc2ccccc2)c1,-5%,4%,-10%,5.9%,-7%
Cn1c2ccccc2c(=O)c2cc(C#Cc3ccccn3)ccc21,-7%,-27%,37%,6.6%,9%
Cc1ccc(NC(=O)C2C(=O)N(C)c3ccccc32)cc1 (stereo not drawn),-8%,-5%,2%,0.7%,0%
Cn1cnnc1SCc1ccccc1Br,-11%,1%,-3%,2.6%,-15%
COCCNC(=O)C(c1ccco1)N(Cc1ccc(OC)cc1)C(=O)Cn1nnc2ccccc21 (stereo not drawn),-7%,13%,-6%,i,0%
C#CCOCCOCCOCCNc1nc(N2CCN(C(=O)CCCCCCCCCCNC(=O)[C@H](CCCCN)n3cc(C[C@@H](C)CC)nn3)CC2)nc(N2CCN(C(=O)CCCCCCCCCCNC(=O)[C@H](CCCCN)n3cc(C[C@@H](C)CC)nn3)CC2)n1,-3%,?,?,i,73%
COc1ccc(OC(=O)Nc2ccc([N+](=O)[O-])cc2OC)cc1,0%,-18%,5%,0.5%,?
COc1ccc(-n2c(=S)[nH]c3cc(C(=O)NCCCN4CCCC4=O)ccc3c2=O)c(OC)c1,14%,-8%,-9%,0.7%,1%
Cc1nn(CC(=O)NNC(=O)c2ccc(Br)cc2)c(C)c1[N+](=O)[O-],-16%,nt,4%,2.0%,-20%
CCOC(=O)C1CCCN(C(=O)c2cc3ccccc3cc2OC)C1 (stereo not drawn),-2%,nt,nt,1.0%,nt
Cc1ccc(/C=N/NC(=O)c2nnn(-c3nonc3N)c2CSc2ccc(Cl)cc2)o1,-2%,11%,-2%,1.0%,20%
Cc1cc(C)n(C(=O)CCCn2nc(C)c([N+](=O)[O-])c2C)n1,-2%,7%,-1%,i,3%
CCCCCCc1cc2cc(-c3nnc(-c4cc(OC)c(OC)c(OC)c4)o3)c(=O)oc2cc1O,nt,-10%,2%,nt,3%
COc1cc(/C=N/Nc2nc(Nc3ccccc3)nc(-n3nc(C)cc3C)n2)cc(OC)c1OC,-6%,-6%,11%,6.2%,-10%
COc1cccc(N2CCN(S(=O)(=O)c3cccc4cccnc34)CC2)c1,9%,3%,-10%,2.6%,4%
CCc1ccc2oc(C(=O)Nc3ccc(S(N)(=O)=O)cc3)c(C)c2c1,-4%,1%,-1%,i,-24%
COc1cccc(CNC(=O)C2CCN(S(=O)(=O)c3ccc(-n4cnnn4)cc3)CC2)c1,9%,8%,-10%,0.3%,5%
COC(=O)c1ccccc1NC(=S)N1CCN(C2CCCCC2)CC1,-6%,-20%,-8%,i,-5%
CCC(C)(C)NC(=O)C(c1ccc(OC)cc1)N(CC1CCCO1)C(=O)CCC(=O)Nc1cc(C)on1 (stereo not drawn),-14%,7%,-7%,2.7%,-1%
CCOc1ccc(NC(=O)N2CCN(CC)CC2)cc1,-1%,0%,1%,1.1%,-1%
CN(Cc1ccccc1)C(=O)CN(C)S(=O)(=O)c1ccc(F)cc1,-10%,0%,-3%,0.1%,-11%
Cc1ccc(-c2cc(C(F)F)n3ncc(C(=O)N4CCc5ccccc5C4)c3n2)cc1,-10%,-1%,?,5.7%,53%
C/C(=N\NC(=O)c1csc(C)c1C)c1ccco1,7%,1%,-14%,1.1%,-1%
O=C(NCCN1CCOCC1)C(=O)NCC1OCCN1S(=O)(=O)c1ccc(F)cc1 (stereo not drawn),-8%,-2%,-12%,2.7%,-11%
CC(=O)c1cc2c(cc1NC(=O)C1CC=CCC1C(=O)O)OCO2 (stereo not drawn),-2%,4%,-11%,2.6%,-7%
O=C(Nc1ccc(F)c(F)c1)c1ccc(-n2cncn2)c([N+](=O)[O-])c1,1%,nt,2%,i,28%
CCCNC(=O)c1cn(CC)c2cc(N3CCN(C(=O)c4ccco4)CC3)c(F)cc2c1=O,-2%,1%,?,10%,19%
COc1cc([N+](=O)[O-])ccc1-c1ccc(/C=N\n2cnnc2)o1,20%,-2%,2%,2.1%,11%
O=[N+]([O-])c1ccc(OCCN2CCCCCC2)cc1,2%,-4%,-6%,1.1%,2%
Cn1c(SCc2nc3ccccc3[nH]2)nnc1-c1cnccn1,2%,-1%,2%,2.0%,nt
CC(=O)N1N=C(c2ccc(Cl)cc2)OC12CCCC2,0%,7%,-6%,5.3%,-23%
NC(=O)c1ccccc1NC(=O)CSc1nc2ccccc2c(=O)[nH]1,-11%,-4%,15%,3.3%,-1%
Cc1ccccc1NS(=O)(=O)c1nnc(NC(=O)c2ccc(Br)cc2)s1,11%,-3%,-1%,4.2%,15%
O=C(NNC(=O)c1ccc2ccccc2c1)Nc1ccc(F)cc1,-8%,-5%,-11%,0.6%,7%
Cc1cc(NC(=O)CCN2C(=O)c3ccccc3C2=O)no1,0%,-7%,1%,4.5%,-9%
CCOC(=O)C1CCN(C(=O)c2ccc3c(c2)S(=O)(=O)c2ccccc2C3=O)CC1,6%,2%,8%,i,12%
O=C(COc1nsnc1N1CCOCC1)Nc1ccc(Cl)cc1,2%,-1%,6%,0.9%,33%
Cn1cccc1C(=O)NC(=O)COC(=O)CCNS(=O)(=O)c1ccc(Cl)cc1,7%,nt,-2%,0.8%,12%
CC(C)On1c(SCC(=O)N(C)C)nc2ccccc2c1=O,nt,-24%,-5%,nt,-12%
COc1ccc(CCNS(=O)(=O)c2ccc3c(c2)oc(=O)n3C)cc1OC,-14%,-4%,-5%,0.3%,-13%
NC(=O)C1(N2CCCCC2)CCN(C(=S)Nc2ccc(F)cc2)CC1,-12%,-3%,6%,i,-3%
CCOC(=O)c1c(NC(=O)c2ccoc2C)sc2c1CCC2,2%,-10%,-5%,4.2%,8%
COc1ccc2nc(-c3ccccc3)cc(OC)c2c1,-6%,-5%,?,2.5%,?
COc1ccc(-c2cc(C(=O)Nc3c(C)n(C)n(-c4ccccc4)c3=O)c3ccccc3n2)c(OC)c1,7%,14%,6%,25%,11%
Cc1ccc(C)c(-n2c(-c3cccnc3)n[nH]c2=S)c1,-3%,7%,-6%,2.9%,10%
O=C(CCN1C(=O)/C(=C/c2ccccc2Cl)SC1=S)NNC(=O)c1cccnc1,13%,-13%,10%,i,-13%
CC(Sc1nc2cc(Cl)ccc2s1)C(=O)Nc1cccc(S(=O)(=O)N2CCOCC2)c1 (stereo not drawn),14%,-3%,11%,2.9%,17%
O=C(Nc1ccccn1)c1ccc(Br)c(S(=O)(=O)N2CCCCC2)c1,-7%,-3%,3%,0.1%,28%
COc1ccc(N(C(=O)c2ccc3c(c2)OCO3)C2C=CS(=O)(=O)C2)c(OC)c1 (stereo not drawn),-3%,4%,10%,1.5%,1%
Cc1ccc(NC(=O)C[n+]2cc(-c3ccccc3)n3c2CCC3)cc1,nt,10%,6%,2.2%,23%
CS(=O)(=O)Nc1ccc([N+](=O)[O-])cc1Oc1ccccc1,-2%,-2%&-17%,-4%,2.6%,-2%
O=C(/C=C/c1ccco1)Nc1cccc(-c2nc3ccccc3[nH]2)c1,0%,7%,79µM*,i,34%
O=C(O)COc1ccccc1/C=N/NC(=O)c1cccc(S(=O)(=O)Nc2cccc(Cl)c2)c1,-10%,-6%,5%,0.8%,19%
O=S(=O)(c1ccc(Cl)nc1)N(Cc1ccccc1)Cc1ccccc1,-13%,-24%,7%,0.8%,-17%
COc1cccc(CNC(=O)[C@H](C)NC(=O)C2CCN(S(=O)(=O)c3ccccc3)CC2)c1,-12%,-10%,-3%,1.3%,-1%
Fc1cc(Cl)c(OCc2noc(-c3ccsc3)n2)c(Cl)c1,1%,0%,4%,5.7%,62%

Overlap with the part before: two entries, then new ones.
structure,influenza NS1A,Salmonella PhoP GFP,H37Rv inhibition,VEEV TC-83 Vero,tuberculosis growth
COc1cccc(CNC(=O)[C@H](C)NC(=O)C2CCN(S(=O)(=O)c3ccccc3)CC2)c1,-12%,-10%,-3%,1.3%,-1%
Fc1cc(Cl)c(OCc2noc(-c3ccsc3)n2)c(Cl)c1,1%,0%,4%,5.7%,62%
CCN(CC(=O)Nc1c(F)cccc1F)C(=O)CCCNC(=O)c1ccc(Cl)cc1,-2%,3%,0%,i,-2%
CCOc1ccc(CCNC(=O)CSCC(=O)Nc2cccc(C)c2)cc1OCC,-5%,5%,6%,9.2%,19%
CN(C)CCNC(=S)Nc1ccc(Br)cc1,-4%,8%,6%,0.1%,-16%
CC(=O)Nc1ccc(-c2csc(NCCc3ccccc3)n2)cc1,-16%,-5%,3%,2.0%,29%
COCC(=O)Nc1nc2n(n1)C(c1ccc(OC)cc1)CC(c1ccc(OC)cc1)N2 (stereo not drawn),5%,nt,nt,0.9%,nt
COc1ccc(CCn2c(N)c(C(=O)NCc3ccco3)c3nc4ccccc4nc32)cc1OC,-2%,-1%,0%,13%,36%
O=C1C(=O)N(CCCO)C(c2ccc(Br)cc2)/C1=C(\O)c1ccc(Br)cc1 (stereo not drawn),-5%,-4%,-7%,0.2%,67%
COc1c(Cl)cc(Cl)cc1CNc1ccc(S(N)(=O)=O)cc1,0%,4%,37%,1.5%,11%
CC(C)(C)NC(=O)C(c1ccc(Cl)cc1)N(Cc1ccco1)C(=O)CCl (stereo not drawn),-8%,-7%,-4%,?,29%
COC(=O)COc1ccc(-c2ccc(F)cc2)cc1C=O,-7%,-11%,?,6.3%,5.8µM*
CCN(CC)C(=O)CC(c1ccc2c(c1)OCO2)c1c(O)cc(OC)cc1OC (stereo not drawn),7%,1%,-1%,i,5%
Cc1ccc(C)c(N2CCN(c3ncnc4c3cnn4-c3ccccc3)CC2)c1,5%,nt,nt,>25µM*,nt
S=c1[nH]nc2n1CCCN2,0%,12%,4%,i,-6%
Cn1c(=O)c2c(nc(N3CCOCC3)n2CC(=O)C23CC4CC(CC(C4)C2)C3)n(C)c1=O,-3%,-4%,1%,i,15%
CCCCN(CCCC)CCNC(=O)c1cn(CC)c2ccc(S(=O)(=O)N3CCc4ccccc4C3)cc2c1=O,2%,-1%,?,3.8%,?
Cc1cc(=O)oc(C)c1C(=O)NCCc1ccccc1,2%,0%,-10%,i,-2%
CN(C)C(=S)SSC(=S)N(C)C,9%,-3%,?,11%,?
COc1ccc(CCN2CC(C(=O)NCCc3ccccc3C(F)(F)F)CCC2=O)cc1 (stereo not drawn),-2%,4%,1%,0.6%,10%
Cc1[nH]n(-c2ccccc2)c(=O)c1/C=N/NC(=O)c1cccc(F)c1,7%,-12%,61%,12%,?
O=C(CCCN1C(=O)/C(=C\c2ccccc2)SC1=S)Nc1cccc(C(=O)O)c1,6%,4%,4%,2.3%,10%
COc1ccc(C2SCC(=O)N2c2c(C)n(C)n(-c3ccccc3)c2=O)cc1OC (stereo not drawn),5%,6%,11%,1.1%,-30%

Complete entries, looked up by structure. Values in the order: influenza NS1A, Salmonella PhoP GFP, H37Rv inhibition, VEEV TC-83 Vero, tuberculosis growth
CC(C)(C)NC(=O)C(c1ccc(Cl)cc1)N(Cc1ccco1)C(=O)CCl (stereo not drawn) across the screens: -8%, -7%, -4%, ?, 29%
COc1ccc(C2SCC(=O)N2c2c(C)n(C)n(-c3ccccc3)c2=O)cc1OC (stereo not drawn) across the screens: 5%, 6%, 11%, 1.1%, -30%
